Tcruzi prolif – T. cruzi proliferation inhibition. AID 624255. T. cruzi beta-gal in NIH3T3, GalScreen luminescence, 90 h. inhibition, % at 8.34 µM. hit rate 5.9% among 77,000;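 active means mean inhibition above about 93%, with at least 55% of replicates each passing it, limit read from the data, passing the limit was not always enough; inconclusive means only one of those two conditions holds; inactive means neither condition holds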
GASC1 inh – blocks human GASC-1 (KDM4C) demethylase activity; GST-KDM4C 2-372, H3K9me3 peptide, LANCE TR-FRET; inhibition, % at 12.5 µM; hit rate 0.15% among 96,000;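 active means mean replicate inhibition above about 25%, with at least 55% of replicates also reaching it, limit read from the data, passing the limit was not always enough; inconclusive means only one of those two conditions met; inactive means neither condition met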
Target sequence (Q9H3R0 2-372 limits assumed): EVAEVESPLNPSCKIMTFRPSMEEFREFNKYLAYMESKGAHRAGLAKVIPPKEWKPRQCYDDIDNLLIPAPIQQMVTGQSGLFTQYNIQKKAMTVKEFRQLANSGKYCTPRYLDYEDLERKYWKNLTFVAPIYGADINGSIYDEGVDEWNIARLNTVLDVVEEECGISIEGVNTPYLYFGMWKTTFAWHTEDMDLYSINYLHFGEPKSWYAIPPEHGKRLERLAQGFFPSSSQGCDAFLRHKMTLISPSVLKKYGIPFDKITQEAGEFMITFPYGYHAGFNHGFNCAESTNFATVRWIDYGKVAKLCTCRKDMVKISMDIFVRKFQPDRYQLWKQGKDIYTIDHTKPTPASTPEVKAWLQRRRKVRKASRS
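Material: GST-tagged GASC-1 (JMJD2C) catalytic fragment, aa 2-372 / Quantity: enzyme final amount 10 nM / Medium: HEPES buffer, pH 7.5, plus ascorbate / Doses: one test concentration per compound / Incubation: 30 min reaction, 60 min detection, RT / Measured by: LANCE TR-FRET / Read-out: inhibition from TR-FRET ratio decrease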
C diff growth – blocks growth of Clostridium difficile; Clostridium difficile clinical isolate growth, OD600, 24 h; stronger effect = lower value; growth activity, negative = inhibition, % at 16 µg/mL (by protocol); hit rate 0.25% among 86,000;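 active means mean growth activity at or below -80% and every replicate also at or below -80%; inconclusive means mean at or below -80% but some replicate above -80%; inactive means mean growth activity above -80%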;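 further: 0% = DMSO wells and -100% = levofloxacin 16 µg/mL wells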
Pf Dd2 inh – blocks growth of Plasmodium falciparum Dd2 parasites; AID 1159554; activity change, % at 10 µM; P. falciparum Dd2 growth, SYBR Green, 72 h; stronger effect = lower value; hit rate 2.3% among 94,000; in the data active means activity change below about -80%; inconclusive means no clear call, values can overlap the other calls
Numbers without * were called inactive; ? = inconclusive; / = not tested or not shown.

Abbreviations – A = Tcruzi prolif; B = GASC1 inh; C = C diff growth; D = Pf Dd2 inh
> COc1ccc(CNC(=O)C[C@@H]2CC[C@@H]3[C@H](COc4ccc(NC(=O)C(C)C)cc4C(=O)N3C)O2)cc1
  A = 12; B = -1.3; C = /; D = 8

> CNC[C@@H]1Oc2ncc(C#Cc3cccc(F)c3)cc2C(=O)N([C@H](C)CO)C[C@@H]1C
  A = /; B = -1.3; C = 9; D = -19

> CCCC(=O)Nc1ccc2c(c1)OC[C@@H](C)N(CC1CCOCC1)C[C@H](C)[C@@H](OC)CN(C)C2=O
  A = 42; B = 4.2; C = 2; D = 3

> CCCNC(=O)C[C@H]1CC[C@@H]2[C@H](COc3ccc(NC(=O)CCC)cc3C(=O)N2C)O1
  A = 0; B = -3.7; C = -3; D = 8

> COc1cccc(-c2ccc3c(c2)O[C@@H](CN(C)Cc2cccnc2)[C@H](C)CN([C@H](C)CO)S3(=O)=O)c1
  A = 112*; B = 3.7; C = -5; D = -52

> C[C@@H]1CN([C@@H](C)CO)C(=O)c2cc(NC(=O)Cc3cn(C)c4ccccc34)ccc2O[C@@H]1CN(C)C(=O)NC1CCCCC1
  A = 40; B = -1.1; C = -7; D = -61

> C[C@@H]1CN([C@@H](C)CO)C(=O)c2cc(Br)cnc2O[C@H]1CN(C)C(=O)NC1CCCC1
  A = /; B = /; C = 3; D = 5

> Cc1ccccc1-c1ccc([C@@H]2[C@@H](CO)N3CCCCN(C(=O)c4cccnc4)C[C@@H]23)cc1
  A = 79; B = -0.2; C = -10; D = -17

> C[C@@H]1CN([C@@H](C)CO)C(=O)c2cc(NS(=O)(=O)c3ccc(F)cc3)ccc2O[C@@H](C)CCCCO[C@H]1CN(C)C(=O)Nc1ccc(F)cc1
  A = 41; B = 0.2; C = 3; D = -24

> COc1ccc2c3c(n(C)c2c1)[C@@H](CO)N(C(=O)c1ccc(F)cc1)CC31CN(C(=O)c2ccc(F)cc2)C1
  A = /; B = -1.9; C = 11; D = -62

> Cc1noc(C)c1S(=O)(=O)Nc1ccc2c(c1)C(=O)N([C@H](C)CO)C[C@H](C)[C@H](CN(C)Cc1ccc(Cl)c(Cl)c1)OCCCC[C@@H](C)O2
  A = 82; B = -0.5; C = 0; D = -28

> C[C@@H](O)C#Cc1ccc2c(c1)O[C@@H](CN(C)C(=O)C1CCC1)[C@@H](C)CN([C@@H](C)CO)S2(=O)=O
  A = -22; B = -1.7; C = -2; D = -9

> CNC(=O)C[C@H]1CC[C@H]2[C@@H](COc3ccc(NC(=O)C(C)C)cc3C(=O)N2C)O1
  A = -17; B = -2.0; C = 1; D = 21

> CN1c2ccc(-c3ccc(C#N)cc3)cc2[C@@H]2[C@@H](CCN2C(=O)C2CCCCC2)[C@H]1CO
  A = 50; B = 0.5; C = -5; D = -7

> C[C@@H]1CN([C@@H](C)CO)C(=O)c2cc(NS(=O)(=O)c3ccc(Cl)cc3)ccc2O[C@@H](C)CCCCO[C@@H]1CN(C)S(=O)(=O)c1ccc(Cl)cc1
  A = 98*; B = -0.6; C = 8; D = -71

> CO[C@H](CN(C)S(=O)(=O)c1ccccc1)[C@@H](C)CN(Cc1ccccc1Cl)[C@H](C)CO
  A = -12; B = -1.6; C = /; D = -39

> Cn1cnc(S(=O)(=O)N2CC[C@@H]3[C@H]2c2cc(-c4ccccc4F)ccc2N[C@@H]3CO)c1
  A = 39; B = -0.4; C = -10; D = 47

> COc1ccc(S(=O)(=O)N(C)C[C@@H]2OCCCC[C@H](C)Oc3ccc(N(C)C)cc3C(=O)N([C@@H](C)CO)C[C@H]2C)cc1
  A = 30; B = 1.1; C = -3; D = /

> COc1cccc(-c2ccc([C@@H]3[C@@H](CO)N4CCCCN(C(=O)c5ccc(F)cc5)C[C@H]34)cc2)c1
  A = 79; B = -0.9; C = -9; D = -16

> COC(=O)[C@@H]1[C@@H](CO)[C@@H]2Cn3c(ccc(-c4cccc(F)c4)c3=O)[C@@H]2N1Cc1ccccn1
  A = -8; B = ?; C = -2; D = 4

> COc1cccc(-c2ccc3c(c2)[C@@H]2[C@@H](CCN2C(=O)CN(C)C)[C@H](CO)N3C)c1
  A = -3; B = 0.1; C = 0; D = -12

> C[C@H](CO)N1C[C@H](C)[C@H](CN(C)S(=O)(=O)c2ccc(F)cc2)Oc2cc(C#Cc3ccc(F)cc3)ccc2S1(=O)=O
  A = 111*; B = -0.9; C = 9; D = -72

> COCC#Cc1ccc2c(c1)O[C@H](CN(C)C(=O)C1CC1)[C@@H](C)CN([C@H](C)CO)S2(=O)=O
  A = -7; B = 2.1; C = /; D = 16

> CNC[C@@H]1Oc2ncc(-c3ccc(C)cc3)cc2C(=O)N([C@@H](C)CO)C[C@@H]1C
  A = 18; B = 0.4; C = /; D = -24

> O=C(Cc1ccncc1)NCC[C@H]1CC[C@@H](NC(=O)Nc2ccc(F)cc2)[C@@H](CO)O1
  A = -37; B = 1.6; C = -3; D = -8

Reprinted from the part before: 4 entries, followed by the next part.
Abbreviations – A = Tcruzi prolif; B = GASC1 inh; C = C diff growth; D = Pf Dd2 inh
> C[C@H](CO)N1C[C@H](C)[C@H](CN(C)S(=O)(=O)c2ccc(F)cc2)Oc2cc(C#Cc3ccc(F)cc3)ccc2S1(=O)=O
  A = 111*; B = -0.9; C = 9; D = -72

> COCC#Cc1ccc2c(c1)O[C@H](CN(C)C(=O)C1CC1)[C@@H](C)CN([C@H](C)CO)S2(=O)=O
  A = -7; B = 2.1; C = /; D = 16

> CNC[C@@H]1Oc2ncc(-c3ccc(C)cc3)cc2C(=O)N([C@@H](C)CO)C[C@@H]1C
  A = 18; B = 0.4; C = /; D = -24

> O=C(Cc1ccncc1)NCC[C@H]1CC[C@@H](NC(=O)Nc2ccc(F)cc2)[C@@H](CO)O1
  A = -37; B = 1.6; C = -3; D = -8

> CN(C)CC(=O)Nc1ccc2c(c1)[C@H]1C[C@H](CC(=O)NC3CCCCC3)O[C@H](CO)[C@H]1O2
  A = 5; B = 0.8; C = /; D = 13

> C[C@H]1CN([C@@H](C)CO)C(=O)c2cccc(NC(=O)c3cnccn3)c2O[C@@H]1CN(C)Cc1ccc(Oc2ccccc2)cc1
  A = 23; B = 1.9; C = 3; D = -3

> Cc1noc(C)c1S(=O)(=O)N(C)C[C@H]1Oc2c(NS(=O)(=O)c3cn(C)cn3)cccc2C(=O)N([C@H](C)CO)C[C@H]1C
  A = -3; B = -1.4; C = 0; D = 23

> C[C@@H]1CCCCO[C@@H](CN(C)Cc2ccccc2)[C@@H](C)CN([C@@H](C)CO)C(=O)c2cc(NC(=O)Nc3ccc(F)cc3)ccc2O1
  A = 76; B = -0.5; C = 19; D = -10

> C[C@H]1CCCCO[C@@H](CN(C)Cc2ccc(C(=O)O)cc2)[C@@H](C)CN([C@@H](C)CO)C(=O)c2cc(NC(=O)Nc3ccccc3)ccc2O1
  A = 43; B = 0.1; C = -6; D = -53

> CO[C@@H](CN(C)C(=O)C1CC1)[C@@H](C)CN(C(=O)Nc1ccc(C(F)(F)F)cc1)[C@@H](C)CO
  A = 78; B = 0.0; C = /; D = 3

> C[C@@H]1CN([C@@H](C)CO)C(=O)c2cccc(NC(=O)C3CCOCC3)c2O[C@@H]1CN(C)C(=O)Nc1ccc(F)cc1
  A = -77; B = 1.4; C = -4; D = -1

> O=C(C[C@H]1CC[C@@H]2[C@H](COC[C@@H](O)CN2S(=O)(=O)c2ccc(Cl)cc2)O1)N[C@H]1CCN(Cc2ccccc2)C1
  A = 28; B = 0.9; C = /; D = -39

> O=C([C@@H]1[C@@H](CO)[C@@H]2Cn3c(ccc(C4=CCCC4)c3=O)[C@H]1N2)N1CCCCC1
  A = -13; B = -1.6; C = 4; D = -5

> COc1ccc(NC(=O)N(C)C[C@H]2Oc3ncc(-c4ccc(C#N)cc4)cc3C(=O)N([C@@H](C)CO)C[C@@H]2C)cc1
  A = /; B = -0.5; C = 1; D = -12

> COc1cccc(CNC(=O)C[C@H]2C=C[C@H](NC(=O)C3CCC3)[C@@H](CO)O2)c1
  A = -47; B = -2.0; C = /; D = 25

> Cc1noc(C)c1NC(=O)Nc1ccc2c(c1)CC(=O)N([C@@H](C)CO)C[C@H](C)[C@H](CN(C)C(=O)Nc1ccc(C(F)(F)F)cc1)O2
  A = 68; B = 1.7; C = -3; D = 0

> C[C@@H]1CN([C@H](C)CO)C(=O)Cc2cc(NC(=O)C3CC3)ccc2O[C@@H]1CN(C)CC1CC1
  A = 17; B = -3.8; C = -3; D = 7

> C[C@@H]1CN([C@@H](C)CO)C(=O)c2cccc(NC(=O)Nc3ccccc3)c2O[C@H]1CN(C)Cc1ccc(Cl)c(Cl)c1
  A = 59; B = -0.2; C = -3; D = -8

> C[C@@H]1CN([C@H](C)CO)S(=O)(=O)c2ccc(C#CC(C)(C)O)cc2O[C@H]1CN(C)C(=O)CC1CC1
  A = 15; B = -0.2; C = 0; D = -22

> O=S(=O)(c1ccc(F)cc1)N1CCCCN2[C@H](C1)[C@H](c1ccc(C3=CCCCC3)cc1)[C@@H]2CO
  A = 99*; B = -1.3; C = 9; D = -6

> C[C@@H]1CCCCO[C@H](CN(C)Cc2ccc(C(=O)O)cc2)[C@@H](C)CN([C@@H](C)CO)C(=O)c2cc(NS(=O)(=O)c3ccccc3)ccc2O1
  A = 18; B = 0.7; C = -1; D = 11

> O=C(Nc1ccc(-c2ccccc2)cc1)[C@@H]1[C@@H](CO)[C@@H]2Cn3c(cccc3=O)[C@H]1N2Cc1ccncc1
  A = 10; B = -2.2; C = -4; D = /

> COC(=O)C[C@@H]1CC[C@@H]2[C@H](COc3ccc(NC(=O)c4cccc(OC)c4)cc3C(=O)N2C)O1
  A = -58; B = -2.1; C = -3; D = -7

> CCCNC(=O)N[C@@H]1C=C[C@@H](CC(=O)NC2CCC2)O[C@H]1CO
  A = /; B = -0.4; C = -2; D = 18

> O=C(c1ccc(F)cc1)N1CC(=O)N2[C@H](CO)[C@@H](c3ccc(-c4ccccc4F)cc3)[C@H]2C1
  A = /; B = 0.1; C = -3; D = 6

> C[C@H](CO)N1C[C@H](C)[C@H](CN(C)C(=O)Nc2ccc(F)cc2)Oc2ccc(NS(=O)(=O)c3ccc(Cl)cc3)cc2CC1=O
  A = 2; B = -0.8; C = -13; D = -5

> CNC[C@@H]1Oc2ccc(NS(=O)(=O)c3cccs3)cc2CC(=O)N([C@@H](C)CO)C[C@H]1C
  A = 5; B = -1.1; C = 0; D = -31

> C[C@@H]1CN([C@H](C)CO)C(=O)c2cccc(NC(=O)C3CC3)c2O[C@@H]1CN(C)Cc1ccc(C(=O)O)cc1
  A = 31; B = -1.0; C = 3; D = 20

> O=C([C@H]1[C@H](CO)[C@H]2Cn3c(ccc(C4=CCCC4)c3=O)[C@@H]1N2C(=O)c1ccccc1)N1CCOCC1
  A = 26; B = 1.2; C = -2; D = 8

> C[C@H](CO)N1C[C@H](C)[C@H](CN(C)Cc2ccccn2)Oc2ncc(C#CCc3ccccc3)cc2C1=O
  A = 25; B = 0.0; C = -10; D = -44

> COCC(=O)N(C)C[C@H]1Oc2ncc(Br)cc2C(=O)N([C@H](C)CO)C[C@H]1C
  A = /; B = -0.7; C = 1; D = 19

> C[C@@H]1CN([C@@H](C)CO)C(=O)c2cc(C#CC3CC3)cnc2O[C@@H]1CN(C)C(=O)c1ccncc1
  A = -21; B = -0.5; C = /; D = 77

> Cc1ccccc1CN(C)C[C@@H]1OCc2cn(nn2)CCCC(=O)N([C@@H](C)CO)C[C@H]1C
  A = -51; B = -0.4; C = /; D = 11

> C[C@H](CO)N1C[C@H](C)[C@H](CN(C)Cc2ccc3c(c2)OCO3)Oc2ccc(NS(=O)(=O)c3ccc(Cl)cc3)cc2C1=O
  A = 38; B = 0.3; C = 4; D = -5

> O=C(CCN1CCCCC1)N[C@@H]1CC[C@@H](CCn2cc(-c3ccccc3)nn2)O[C@@H]1CO
  A = -56; B = -0.5; C = 8; D = -2

> CN1C(=O)c2cc(NC(=O)C3CCOCC3)ccc2OC[C@@H]2O[C@H](CC(=O)NCc3ccccc3F)CC[C@@H]21
  A = -2; B = 0.3; C = -5; D = -3

> COc1ccc(S(=O)(=O)Nc2ccc3c(c2)CC(=O)N([C@H](C)CO)C[C@@H](C)[C@H](CN(C)C(=O)NC(C)C)O3)cc1
  A = 22; B = -1.1; C = 3; D = -12

> COc1ccc(CNC(=O)C[C@@H]2C[C@H]3c4cc(NC(=O)C5CCC5)ccc4O[C@H]3[C@@H](CO)O2)cc1
  A = /; B = -0.5; C = 1; D = 31

Screening data (PubChem)
